ASAP1 GAP inh: blocks human ASAP1-stimulated Arf1 GTP hydrolysis. GDP FP detection. AID 624377. hit rate 0.19% among 360,000. Q9ULH1. inhibition, % at 16.5 µM; in the data active = inhibition above about 25%;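 note: 0% = vehicle with enzyme and substrate and 100% = no enzyme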
NPR2 activator: GC-B (human) receptor activation; HEK293-GC-B cells, CNP EC30, cGMP TR-FRET; 0% at EC30 CNP, 100% saturating CNP; activation, % at 10 µM; hit rate 0.11% among 370,000; AID 1920062;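 active = activation at 10 µM reaching about 35% in either raw or pattern-adjusted values, limit read from the data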
NPR1 activator: GC-A (human) enzyme activation | HEK293 GC-A cells, cGMP TR-FRET, EC30 ANP; 0% at EC30 ANP, 100% saturating ANP | activation, % at 10 µM | hit rate 0.14% among 370,000 | AID 1671463; in the data active = activation above about 40%
HGIII-sPLA2 inh: Blocks human group III sPLA2 activity. QFRET BODIPY PC-A2 liposome hydrolysis, fluorescence. inhibition, % at 12.2 µM. hit rate 0.56% among 370,000. AID 743126;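 active = inhibition above mean plus 3 SD of compounds lying within the high and low control bounds, cut at about 19% in these data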;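 note: 0% = median of test compound wells and 100% = no enzyme DMSO wells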
Target sequence (Q9NZ20 whole entry, looked up): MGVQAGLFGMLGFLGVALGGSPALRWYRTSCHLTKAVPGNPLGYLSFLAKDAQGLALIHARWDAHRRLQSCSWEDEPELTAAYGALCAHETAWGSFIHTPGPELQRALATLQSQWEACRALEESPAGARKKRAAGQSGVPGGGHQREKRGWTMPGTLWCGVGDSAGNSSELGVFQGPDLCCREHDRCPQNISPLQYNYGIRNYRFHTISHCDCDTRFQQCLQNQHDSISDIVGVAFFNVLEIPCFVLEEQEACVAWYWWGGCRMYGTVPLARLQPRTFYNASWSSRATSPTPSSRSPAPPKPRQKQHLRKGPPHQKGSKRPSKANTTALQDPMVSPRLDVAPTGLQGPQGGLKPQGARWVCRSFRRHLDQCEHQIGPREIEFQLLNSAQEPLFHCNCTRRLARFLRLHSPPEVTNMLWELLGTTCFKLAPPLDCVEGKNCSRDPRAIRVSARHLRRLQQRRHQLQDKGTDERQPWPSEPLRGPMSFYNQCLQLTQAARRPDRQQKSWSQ
ADAM10 inh: inhibits human ADAM10; O14672; recombinant ADAM10, EDANS/DABCYL FRET peptide cleavage, 3 h; inhibition, % at 7 µM; hit rate 0.62% among 370,000; AID 720582;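 active = inhibition above a per-campaign cutoff equal to the mean of compounds falling between control-based bounds plus 3 SD, cut at about 20% in these data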;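 note: 0% = DMSO wells while the 100% control is not disclosed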
FXN GAA850 act: increases GAA850 frataxin promoter reporter activity. AID 540364. hit rate 0.56% among 360,000. HEK293 lucGAA850 FXN promoter luciferase reporter, 24 h; percent of 10 µM SAHA response. activation, % at 6 µM;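 active = activation above the average of all compounds screened plus 3 SD, cutoff fixed separately per campaign, cut at about 7.5% in these data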;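 note: 0% = DMSO wells and 100% = 10 µM SAHA wells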
proKLK7 act: activators of human kallikrein-7 zymogen; P49862; purified proKLK7, EDANS-DABCYL substrate fluorescence; 100% is mature enzyme control, 0% vehicle; activation, % at 7 µM; hit rate 0.9% among 370,000; AID 652039;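 active = activation above the mean of all tested compounds plus 3 SD, computed per campaign excluding outliers beyond control limits, cut at about 13% in these data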
Target sequence (P49862 whole entry, looked up): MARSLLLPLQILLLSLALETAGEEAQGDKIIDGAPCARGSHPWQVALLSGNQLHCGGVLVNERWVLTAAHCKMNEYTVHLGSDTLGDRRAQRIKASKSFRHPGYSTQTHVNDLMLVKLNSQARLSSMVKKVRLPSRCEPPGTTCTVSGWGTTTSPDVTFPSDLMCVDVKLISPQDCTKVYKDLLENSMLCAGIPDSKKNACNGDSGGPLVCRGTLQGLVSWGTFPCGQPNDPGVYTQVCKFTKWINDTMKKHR
rCAG binder: binds r(CAG) RNA repeats; r(CAG) RNA repeat, TO-PRO-1 dye displacement fluorescence; inhibition, % at 3 µM; hit rate 1.3% among 370,000; AID 651821;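 active = inhibition above the plate cutoff, the mean of all test compounds on that plate plus 3 SD, cut at about 35% in these data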;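 note: 0% = DMSO alone and 100% = 100 µM mitoxantrone as full dye displacement; higher means more dye released from RNA so lower well fluorescence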
DDE Tn6 FP inh: DD(E)-Tn6 binding inhibition, primary FP screen | P02675 | Fibrin DD(E) TRITC-Tn6 fluorescence polarization displacement | inhibition, % at 8.3 µM | hit rate 0.21% among 370,000;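 active = inhibition above a per-campaign cutoff: mean of compounds within control limits plus 3 SD, cut at about 15% in these data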;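 note: 0% = median of all compound wells on the plate and 100% = blocking peptide control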
ARFGAP1 inhibitor: rat ARFGAP1 inhibition; Q62848; Arfgap1-stimulated ARF1 GTP hydrolysis, GDP FP detection; inhibition, % at 16.5 µM; hit rate 0.26% among 360,000;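 active = inhibition above a per-plate limit, mean inhibition of low control wells plus 3 SD, cut at about 25% in these data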;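 note: 0% = DMSO wells with enzyme and 100% = wells lacking Arfgap1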
Target sequence (Q62848 1-136 limits assumed): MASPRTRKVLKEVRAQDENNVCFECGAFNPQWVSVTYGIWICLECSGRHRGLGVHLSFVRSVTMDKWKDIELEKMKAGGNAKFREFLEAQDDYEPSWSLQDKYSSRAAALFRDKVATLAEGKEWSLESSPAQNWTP
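Assay system: Rat Arfgap1 GAP domain (His6, aa 1-136), purified enzyme | Buffer or medium: HEPES 25 mM pH 7.5, NaCl 150 mM, MgCl2, DTT | Schedule: GTP hydrolysis reaction 2 h at 25 °C | Signal: FP of antibody-bound GDP Alexa 633 tracer, ex 620/em 688 nm | Measure: Percent inhibition of Arfgap1-stimulated GTP hydrolysis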
Numbers without * were called inactive; x = no result given; & = joins results of further samples.

SMILES | ASAP1 GAP inh | NPR2 activator | NPR1 activator | HGIII-sPLA2 inh | ADAM10 inh | FXN GAA850 act | proKLK7 act | rCAG binder | DDE Tn6 FP inh | ARFGAP1 inhibitor
C/C(=N\NC(=O)Cc1ccc([N+](=O)[O-])cc1)c1cccnc1 | 5 | 5 | -1 | -14 | -1 | 2.4 | -0.4 | -1 | -1 | 2
CCN1CCN(Cc2ccc(NC(=O)c3ccc(C)c(NC(=O)c4ccno4)c3)cc2C(F)(F)F)CC1 | 16&-2 | -4&-1 | -4&0 | 6&-8 | -14&7 | -0.4&-1.1 | 0.7&0.0 | 2&-5 | -3&6 | 14&5
CC(C)(C)NC(=O)C[C@H]1C[C@H](C(=O)N2CCOCC2)[C@@]2(C)c3[nH]c4ccc(Cl)cc4c3CCN2C1=O | 6 | -10 | 1 | -7 | -6 | -3.5 | 0.4 | 1 | -2 | -1
OCC1(CCOc2ccccc2)CCN(Cc2cn[nH]c2-c2ccc(F)cc2)CC1 | -2 | -9 | -16 | -23 | -7 | 0.3 | 0.5 | -8 | -8 | 5
Cc1cc(NC(=O)c2ccc(F)cc2)n(-c2ccccn2)n1 | 2 | 4 | 13 | -6 | 0 | 1.1 | -0.1 | 1 | -2 | 3
OCCN(CCO)c1nc(N2CCCCC2)c2nc(N(CCO)CCO)nc(N3CCCCC3)c2n1 | 3 | 2 | -1 | -28 | -159 | -1.8 | -86 | -3 | 1 | 4
Cc1cc(C)cc(OC(C)c2ccnc3nc(/N=C/N(C)C)nn23)c1 (stereo not given) | -1 | -3 | 0 | -1 | -92 | -0.8 | -0.1 | -6 | -9 | 16
CC(C)N(C(=O)COC(=O)c1ccc(Cl)nc1)C(C)C | 6 | 0 | 4 | 6 | -10 | 1.9 | 0.2 | -3 | 3 | -3
O=C(N1CCOCC1)C1(c2ccccc2)CCCCC1 | -4 | 5 | 4 | 3 | -4 | 0.1 | -0.2 | -3 | -5 | -1
N/C(=N\OC(=O)CCCN1C(=O)c2ccccc2C1=O)c1ccc(Cl)cc1 | -6 | -12 | 3 | 2 | 3 | -0.8 | -0.8 | -1 | -6 | 6
COc1ccc(NC(=O)CSc2nnc3c4c(nc(-c5ccccc5)n23)CC(C)(C)OC4)cc1 | -2 | -4 | -5 | 2 | 1 | 1.2 | 0.3 | 1 | -13 | 0
Cc1ccc(S(=O)(=O)NC(=O)Nc2ccc(Cl)cn2)cc1 | -3 | -4 | 0 | 4 | 2 | 1.7 | -0.6 | 0 | 4 | 1
CC(C)(C)NC(=O)C(=O)NNC(=O)c1ccccc1Br | 0 | 3 | 2 | 5 | -5 | 1.4 | 0.4 | -2 | -1 | 14
O=C(CC1NC(=O)NC1=O)NC1(C(=O)NC2CCCCC2)CCCCC1 (stereo not given) | -6 | 4 | 3 | -6 | 2 | -0.5 | 0.0 | -3 | -3 | 4
CN(C)S(=O)(=O)c1ccc(NC(=O)c2cccnc2)cc1 | -4 | -2 | 0 | -1 | -16 | -3.0 | -0.5 | 9 | 2 | -1

6 structures from above, arranged by number of heavy atoms, rising:
SMILES | ASAP1 GAP inh | NPR2 activator | NPR1 activator | HGIII-sPLA2 inh | ADAM10 inh | FXN GAA850 act | proKLK7 act | rCAG binder | DDE Tn6 FP inh | ARFGAP1 inhibitor
Cc1ccc(S(=O)(=O)NC(=O)Nc2ccc(Cl)cn2)cc1 | -3 | -4 | 0 | 4 | 2 | 1.7 | -0.6 | 0 | 4 | 1
C/C(=N\NC(=O)Cc1ccc([N+](=O)[O-])cc1)c1cccnc1 | 5 | 5 | -1 | -14 | -1 | 2.4 | -0.4 | -1 | -1 | 2
Cc1cc(C)cc(OC(C)c2ccnc3nc(/N=C/N(C)C)nn23)c1 (stereo not given) | -1 | -3 | 0 | -1 | -92 | -0.8 | -0.1 | -6 | -9 | 16
O=C(CC1NC(=O)NC1=O)NC1(C(=O)NC2CCCCC2)CCCCC1 (stereo not given) | -6 | 4 | 3 | -6 | 2 | -0.5 | 0.0 | -3 | -3 | 4
OCC1(CCOc2ccccc2)CCN(Cc2cn[nH]c2-c2ccc(F)cc2)CC1 | -2 | -9 | -16 | -23 | -7 | 0.3 | 0.5 | -8 | -8 | 5
CCN1CCN(Cc2ccc(NC(=O)c3ccc(C)c(NC(=O)c4ccno4)c3)cc2C(F)(F)F)CC1 | 16&-2 | -4&-1 | -4&0 | 6&-8 | -14&7 | -0.4&-1.1 | 0.7&0.0 | 2&-5 | -3&6 | 14&5

New compounds follow.
SMILES | ASAP1 GAP inh | NPR2 activator | NPR1 activator | HGIII-sPLA2 inh | ADAM10 inh | FXN GAA850 act | proKLK7 act | rCAG binder | DDE Tn6 FP inh | ARFGAP1 inhibitor
CC(C)OC(=O)c1cc2c(ccn2C)n1CC(=O)N1CCC(Cc2ccccc2)CC1 | -1 | 1 | -3 | -14 | 11 | 2.1 | -0.8 | -6 | -1 | 6
Cc1ccc(Cl)cc1N1CCN(C(=O)C2CCCN(S(=O)(=O)c3cnc[nH]3)C2)CC1 (stereo not given) | -2 | 4 | -3 | -37 | 0 | -2.6 | -0.4 | 2 | -2 | 9
CCN(CC(=O)NCc1cccs1)C(=O)c1ccc(S(=O)(=O)N(C)C)cc1 | -16 | -1 | -1 | 5 | 1 | 0.5 | 0.2 | 0 | 3 | 4
Cc1ccccc1NC(=O)CSC(N)=O | 0 | 7 | 5 | -5 | 5 | 0.0 | -0.4 | 0 | -5 | 4
CC1CCN(CC(=O)Nc2ccccc2C(=O)c2ccccc2)CC1 | 1 | 5 | 2 | -7 | 0 | 4.3 | -0.1 | -8 | 5 | 2
O=c1c(Cl)c(N2CCN(c3ccc(F)cc3)CC2)cnn1-c1nc2ccccc2s1 | -21 | -4 | -4 | 0 | 6 | 5.3 | -0.5 | 1 | 2 | 5
CCOc1ccc(-n2ccc(=O)c(C(=O)Nc3ccc(S(=O)(=O)Nc4ncccn4)cc3)n2)cc1 | -7 | 0 | 0 | 3 | -19 | -0.6 | 2.5 | 2 | 3 | -23
O=[N+]([O-])c1ccc2nc(SCc3cn4cc(Cl)ccc4n3)[nH]c2c1 | 15 | -3 | 5 | -8 | 4 | 1.2 | -0.7 | 10 | -8 | -3
CCn1c(SCC(=O)N/N=C/C(C)=C/c2ccco2)nnc1-c1ccccc1 | -2 | -2 | -1 | -3 | -16 | 0.6 | 0.4 | 7 | 4 | 2
CC(=O)N(C)N1c2ccccc2CCc2ccccc21 | 2 | -1 | -4 | 4 | 5 | -2.5 | 0.3 | -6 | 1 | 2
CC[C@H]1C/C=C\Cc2ccccc2[C@H](C(=O)C[C@@H](O)CC(C)=O)OC1=O | -1 | -2 | 1 | -9 | -4 | -0.6 | -0.5 | 3 | 0 | -2
COc1ccccc1OCc1nnc(SCC(=O)NCc2ccco2)n1-c1ccccc1 | 6 | 2 | -2 | -4 | -3 | -0.8 | 0.1 | -4 | -11 | 8
N#Cc1c(NC(=O)C2CC(c3c(F)cccc3Cl)=NO2)sc2c1CCC2 (stereo not given) | 4 | -6 | -6 | 4 | 9 | 1.5 | -0.8 | 6 | -5 | 35*
c1ccc(-n2cnc3ccccc32)nc1 | 7 | -3 | 0 | 10 | 5 | 1.0 | 0.0 | 1 | 5 | 5
Cc1cc(=O)n2nc(N3CCCC(C(=O)NCCc4ccccc4)C3)sc2n1 (stereo not given) | 11 | 1 | -3 | 7 | 8 | 1.4 | -0.1 | -4 | 0 | 8
Cc1ccc(-n2ncc3c(NCC4CCCO4)ncnc32)c(C)c1 (stereo not given) | 4 | 5 | 6 | 1 | -5 | -0.8 | 0.1 | -7 | 6 | -11
CN(C)CCCN(C(=O)CCOc1ccccc1)c1nc2c(F)cccc2s1 | -6 | -16 | -5 | -6 | 3 | -1.2 | 0.2 | 0 | 1 | 3
CC(=O)NC(CCS(C)(=O)=O)C(=O)N1CCc2ccccc21 (stereo not given) | 4 | 1 | 0 | -1 | -2 | 0.7 | 0.1 | 0 | -2 | 13
O=C(NCCc1ccccc1)C1CC1 | -4 | 6 | 5 | 1 | -5 | 2.4 | 0.1 | -1 | 0 | -4
COc1ccc(S(=O)(=O)N2CCCCC2)cc1C(=O)N1CCCC1 | 2 | 0 | -2 | 10 | -6 | 0.3 | -0.3 | 0 | 1 | 8
COc1ccc(-n2c(=S)[nH]c3cc(C(=O)Nc4ccccc4OC)ccc3c2=O)cc1 | -5 | 0 | 1 | 2 | 0 | x | 0.6 | 1 | -2 | -3
COC(=O)C(NC(=O)CCc1c(C)nc2c(c(C)nn2-c2ccccc2)c1C)C(C)C (stereo not given) | -1 | -4 | -7 | -6 | -63 | -0.5 | 0.3 | -4 | 8 | -6
Cc1ccccc1-n1ncc2c(SCC(=O)NCc3cccs3)ncnc21 | -10 | -2 | -3 | -4 | 2 | -1.2 | 0.0 | -3 | 0 | -3
COc1ccc(-c2csc(N3N=C(C)C(C)C3=O)n2)cc1 (stereo not given) | 0 | 0 | -1 | 6 | 1 | -0.2 | -0.5 | 4 | 7 | 8
CCOC(=O)c1cnc2c(-c3cccc(Br)c3)cnn2c1C | -9 | -2 | -3 | 10 | -9 | 4.8 | 0.2 | 0 | -3 | 0
O=[N+]([O-])c1cc(C(F)(F)F)ccc1NCC1CCCO1 (stereo not given) | 13 | -3 | 6 | 8 | 3 | 0.7 | 0.1 | 6 | 2 | 10
CS(=O)(=O)c1ccc(C(=O)OCC(=O)NC(=O)C2COc3ccccc3O2)cc1[N+](=O)[O-] (stereo not given) | 5 | 7 | 14 | 2 | -10 | 0.6 | 0.0 | 6 | -7 | 9
CN(CCOc1ccccc1)C(=O)C1CCC(=O)N(CCCN2CCCC2=O)C1 (stereo not given) | -2 | 1 | 2 | 6 | -3 | -1.7 | 0.3 | -4 | 0 | 9
CC(C)C[C@H](NC(=O)c1nc[nH]c1C(=O)NCC(=O)OCc1ccccc1)C(=O)OC(C)(C)C | 9 | 2 | 2 | -26 | 23* | 1.0 | -0.2 | -6 | 2 | 12
COC(=O)Nc1nnc(Cc2ccccc2)s1 | -5 | -4 | 3 | -1 | 1 | -0.7 | 0.3 | 0 | 2 | 9
CCc1nnc(NC(=O)CSc2nc(-c3ccccc3)c(-c3ccccc3)o2)s1 | -3 | 0 | -5 | 14 | 0 | 1.3 | 0.0 | 5 | -6 | 5

One compound at a time, as listed above. Order of screens: ASAP1 GAP inh | NPR2 activator | NPR1 activator | HGIII-sPLA2 inh | ADAM10 inh | FXN GAA850 act | proKLK7 act | rCAG binder | DDE Tn6 FP inh | ARFGAP1 inhibitor
CN(CCOc1ccccc1)C(=O)C1CCC(=O)N(CCCN2CCCC2=O)C1 (stereo not given) is listed as -2 | 1 | 2 | 6 | -3 | -1.7 | 0.3 | -4 | 0 | 9
COC(=O)Nc1nnc(Cc2ccccc2)s1 is listed as -5 | -4 | 3 | -1 | 1 | -0.7 | 0.3 | 0 | 2 | 9

Screens deposited in PubChem BioAssay by several laboratories.
